GPR151 activ: human GPR151 activation; Q8TDV0; 650,000 compounds, 1% hits; PathHunter beta-arrestin GPR151 cells, luminescence; activation, % at 11.2 µM; in the data active = activation above about 4.9%;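 also: 0% = median of compound wells and 100% = cells with positive control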
Target sequence (Q8TDV0 whole entry, looked up): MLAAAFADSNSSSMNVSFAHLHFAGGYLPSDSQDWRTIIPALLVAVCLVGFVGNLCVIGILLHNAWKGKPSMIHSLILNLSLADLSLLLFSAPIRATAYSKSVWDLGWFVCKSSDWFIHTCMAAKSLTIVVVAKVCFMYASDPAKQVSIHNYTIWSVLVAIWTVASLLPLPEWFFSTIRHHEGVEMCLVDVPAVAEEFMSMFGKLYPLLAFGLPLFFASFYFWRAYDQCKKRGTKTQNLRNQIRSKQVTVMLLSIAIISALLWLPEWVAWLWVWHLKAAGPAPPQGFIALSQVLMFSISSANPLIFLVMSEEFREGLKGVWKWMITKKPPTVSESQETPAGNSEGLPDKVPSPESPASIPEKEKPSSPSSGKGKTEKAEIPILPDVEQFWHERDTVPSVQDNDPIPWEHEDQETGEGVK
MITF inh: blocks human microphthalmia-associated transcription factor | AlphaScreen MITF homodimerization, bead proximity signal | inhibition, % at 2.6 µM | 650,000 compounds, 0.91% hits | AID 1259374; in the data active = inhibition above about 50%;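 also: 0% = vehicle wells with protein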
TEAD-YAP block: TEAD-YAP interaction inhibition; HEK-TIYL cells, TEAD-Gal4/YAP UAS-luciferase luminescence; 640,000 compounds, 1.4% hits; inhibition, % at 9.12 µM; in the data active = inhibition above about 32%;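 also: 0% = median of test compound wells and 100% = reference inhibitor wells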
FBW7 activator: activators of human E3 ligase FBW7; 650,000 compounds, 0.13% hits; normalized activity (activation), % at 26.1 µM; AID 1259310; AlphaScreen FBW7–phospho-cyclin E peptide binding, activator screen; in the data active = normalized activity above about 1.9%;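 also: purified mutant Fbw7 with reduced substrate affinity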
Target sequence (Q969H0 whole entry, looked up): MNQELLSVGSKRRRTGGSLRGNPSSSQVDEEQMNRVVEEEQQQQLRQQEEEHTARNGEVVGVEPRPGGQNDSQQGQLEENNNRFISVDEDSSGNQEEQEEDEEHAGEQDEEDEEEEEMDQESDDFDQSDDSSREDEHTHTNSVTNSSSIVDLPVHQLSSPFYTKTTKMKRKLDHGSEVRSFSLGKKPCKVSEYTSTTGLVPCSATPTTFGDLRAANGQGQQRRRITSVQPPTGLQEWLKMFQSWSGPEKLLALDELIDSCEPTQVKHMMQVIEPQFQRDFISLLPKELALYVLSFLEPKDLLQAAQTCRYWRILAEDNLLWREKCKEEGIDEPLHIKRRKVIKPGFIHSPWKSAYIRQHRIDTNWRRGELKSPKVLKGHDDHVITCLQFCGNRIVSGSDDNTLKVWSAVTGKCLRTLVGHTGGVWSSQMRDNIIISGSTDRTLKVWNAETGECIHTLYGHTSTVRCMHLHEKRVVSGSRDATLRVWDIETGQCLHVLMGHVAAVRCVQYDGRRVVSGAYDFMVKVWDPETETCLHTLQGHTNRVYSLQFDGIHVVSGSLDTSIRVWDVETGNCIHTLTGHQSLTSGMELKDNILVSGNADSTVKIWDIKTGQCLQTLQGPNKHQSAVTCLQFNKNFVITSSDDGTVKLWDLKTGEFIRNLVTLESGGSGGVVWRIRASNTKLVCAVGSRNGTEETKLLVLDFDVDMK
* marks the source's active call; other numbers are inactive results. Not a hit list. About 3.4% of those tested had a hit in this group.

Structure | GPR151 activ | MITF inh | TEAD-YAP block | FBW7 activator
Cc1ccc(CNC(=O)c2ccc3c(c2)[nH]c(=S)n2c4ccccc4nc32)o1 | 0.9 | 14 | 14 | 0.3
CCOC(=O)C1CCN(CCC(=O)Nc2nonc2C)CC1 | -1.5 | -2 | 5 | 0.3
CCN(C(=O)COC(=O)c1ccc(Cl)nc1)C1CCS(=O)(=O)C1 (stereo not drawn) | 1.3 | 9 | 9 | -0.1
COC(=O)c1ccc(N2CCCCC2)c([N+](=O)[O-])c1 | 0.8 | -3 | -30 | -0.2
CN1C(=O)c2ccc(S(=O)(=O)c3ccc(C(=O)O)cc3)cc2C1=O | 5.5* | -17 | 6 | 0.1
COC(=O)c1ccc(NC(=O)CSc2nc(O)cc(=O)[nH]2)cc1 | 0.6 | -44 | 1 | -0.3
COc1cccc(/C=N/NC2=NS(=O)(=O)c3ccccc32)c1 | -1.1 | 20 | 4 | 0.2
O=C(NCc1cccnc1)c1cn(Cc2ccccc2)nn1 | 2.0 | -9 | -6 | -0.1
CCCCN(CCCC)S(=O)(=O)c1ccc(C(=O)Nc2sc3c(c2C(=O)OC)CCN(C(C)=O)C3)cc1 | 0.2 | -11 | 0 | 0.0
Cc1ccc2cc(C)c(NCc3ccncc3)nc2c1 | 0.2 | 3 | 6 | 0.0
Cc1onc(-c2ccccc2)c1C(=O)N1CCC(CO)(Cc2ccccc2)CC1 | -1.1 | -4 | -8 | 0.6
Cc1ccc(NC(=O)c2cc(S(=O)(=O)NCc3ccccc3Cl)ccc2F)cc1Cl | 1.6 | 3 | 5 | -0.5
FC(F)(F)c1nnc2ccc(N3CCN(c4cccc(Cl)c4)CC3)nn12 | -0.6 | 20 | 7 | 0.5
O=C(c1cn2ccccc2n1)N1CCN(c2cccc(Cl)c2)CC1 | 0.9 | 1 | -4 | -0.1
CCCN(CCC)CCNC(=O)CNC(=O)c1nn(-c2ccc(OC)cc2)c(=O)c2ccccc12 | -0.2 | 9 | 3 | 0.2
COc1ccc(C(=O)N2CCN(CC3CC=CCC3)CC2)cc1OC (stereo not drawn) | -1.3 | 32 | -8 | 0.0
COc1ccc(-n2nc3c(c2NC(=O)c2ccc(S(=O)(=O)N4CCOCC4)cc2)CSC3)cc1 | 0.4 | 4 | 4 | -0.1
CC(=O)N1CCN(c2ccc(Cl)cc2[N+](=O)[O-])CC1C (stereo not drawn) | 1.2 | 0 | -6 | -0.1
O=C(c1cnn2c(C(F)(F)F)cc(-c3cccs3)nc12)N1CCCc2ccccc21 | -0.2 | 0 | -10 | -0.1
CC(C)(C)C(=O)c1cn(CC(=O)N2CCCCC2)c2ccccc12 | 0.2 | 3 | -1 | -0.2
CCOc1cccc(C(=O)Nc2nnc(COc3ccc(C(C)(C)C)cc3)s2)c1 | 0.4 | 0 | -1 | 0.1
CCOC(=O)c1ccc2[nH]c3c(c2c1)CCCC3O (stereo not drawn) | 0.2 | -3 | -23 | -0.1
O=C(Nc1cccc(Cl)c1Cl)c1nn2c(c1Br)NC(c1cccs1)CC2C(F)(F)F (stereo not drawn) | 2.0 | -4 | -7 | 0.3
Cc1cc(C)nc(NC(N)=NCCN2CCOCC2)n1 | 0.0 | -1 | -4 | 0.1
COc1ccccc1NC(=O)c1sc(NC(=O)Cc2cccs2)c(C#N)c1C | 0.0 | 11 | -2 | 0.1
CCOc1cc(C2C(C(=O)OCCOc3ccccc3)=C(C)NC3=C2C(=O)CC(c2ccc(Cl)cc2)C3)cc(Br)c1O (stereo not drawn) | 2.2 | 7 | 5 | 0.2
COC(=O)c1c(C)nc2ccccc2c1C(=O)O | -1.3 | -11 | -8 | 0.8
Cc1ccc(CN2CCN(Cc3ccc(OCCO)cc3)CC2CCO)o1 (stereo not drawn) | 1.9 | 8 | 4 | 0.3
CCC(C(=O)N1CCC(C(N)=O)CC1)c1ccccc1 (stereo not drawn) | 0.3 | 6 | 10 | -0.1
CC(C)(C)CC(C)(C)NC(=O)c1ccc(S(=O)(=O)Nc2ccccc2)cc1 | 0.9 | 11 | 5 | 0.1
CC(=O)CCc1c(C)[nH]c2ccc(N)cc2c1=O | 1.5 | -4 | -5 | -0.3
CCOc1ccc(-n2c(=S)sc3c(=O)n(-c4ccc(C)cc4)c(SCC(=O)N4CCN(c5ccccc5OC)CC4)nc32)cc1 | -0.6 | 21 | -3 | 0.0
O=C(NCCCO)/C(=C/c1ccc2c(c1)OCO2)NC(=O)c1ccc(Br)o1 | 1.9 | -13 | 7 | -0.3
CCC(C)NCc1c(C(=O)O)n(Cc2cccc(C)c2)c2ccccc12 (stereo not drawn) | -0.4 | 2 | 16 | -0.1
COc1cc(NC(=O)CSc2nnc(-c3ccncc3)n2N)cc(OC)c1 | -1.2 | 22 | 7 | 0.2
CCOC(=O)c1nn(CCO)c2c1CN(C/C=C/c1ccco1)CC2 | 0.0 | 5 | -2 | 0.2
O=C(NC1CC2CCC(C1)N2C1CC1)C12CC3CC(CC(C3)C1)C2 (stereo not drawn) | -0.4 | -1 | -5 | -0.2
CN1CC=C2C(C#N)=C(N)C(C#N)(C#N)C(c3cc(Cl)cs3)C2C1 (stereo not drawn) | 0.5 | 16 | 6 | -0.3
CC1=C(C(=O)NCc2cccs2)C2(CCCCCC2)OC1=O | -0.6 | -5 | -10 | -0.1
O=C1c2ccccc2C(=O)c2c1ccc1c(=O)o[nH]c21 | -2.5 | 1 | 16 | -0.5

Entries of single compounds, looked up by structure. Values in the order: GPR151 activ, MITF inh, TEAD-YAP block, FBW7 activator
Entry for O=C(NCCCO)/C(=C/c1ccc2c(c1)OCO2)NC(=O)c1ccc(Br)o1 = 1.9, -13, 7, -0.3
Entry for COc1cc(NC(=O)CSc2nnc(-c3ccncc3)n2N)cc(OC)c1 = -1.2, 22, 7, 0.2

Later entries:
Structure | GPR151 activ | MITF inh | TEAD-YAP block | FBW7 activator
Cc1cc(C)c2c(N)c(C(=O)Nc3ccc4ccccc4c3)sc2n1 | 0.7 | 7 | -48 | 0.5
O=C(CCN1Cc2ccccc2OC(c2ccccc2)C1)NCCc1cn2ccccc2n1 (stereo not drawn) | 0.9 | -2 | 8 | 0.0
C=CCOc1nc2c(c(=O)n(C)c(=O)n2C)n1C | 0.9 | 3 | 15 | 0.2
NC(=O)c1ccc[n+](CC[n+]2ccc(/C=C/c3ccccc3)cc2)c1 | 1.5 | -4 | 1 | 1.0
O=C(NC(CO)C(=O)O)OCc1ccccc1 (stereo not drawn) | 1.2 | 2 | -13 | -0.1
Cc1ccc(NC(=O)CSc2nnc(COc3ccccc3)n2N)cc1[N+](=O)[O-] | -1.8 | -1 | 12 | -0.1
COc1ccc(NC(=S)Nc2ccc(C#N)cc2)cc1 | -1.5 | 14 | -9 | 0.6
CC(C(=O)Nc1ccc(Br)cc1)N1C(=O)CNC1=O (stereo not drawn) | 0.2 | -4 | 11 | -0.3
Cc1cccc(NC(=O)N2CCCC(c3nc4ccccc4[nH]3)C2)c1 (stereo not drawn) | -0.5 | 14 | -6 | 0.1
O=C(C1CCN(C(=O)C2CC(C(c3ccccc3)c3ccccc3)=NO2)CC1)N1CCCC1 (stereo not drawn) | 0.3 | -6 | -16 | -0.1
CN(C)S(=O)(=O)c1ccc(C(=O)Nc2nnc(SCC(N)=O)s2)cc1 | 1.8 | -3 | 8 | -0.1
O=C(CCc1nc2cccnc2n1Cc1ccccc1)NC1CCCC1 | -0.5 | 12 | 2 | 1.4
Cc1ccc2nc(N3CCCCC3)c(C=O)c(=O)n2c1 | 0.0 | 7 | -16 | -0.7
CCCn1c(O)c(/C=N/c2sc3c(c2C#N)CCC3)c(=O)[nH]c1=S | 1.5 | -1 | 0 | -0.2
O=C1NCCCC2c3cc(O)c4ccccc4c3OC12N1CCCCC1 (stereo not drawn) | 0.2 | 21 | 0 | -0.4
O=C1OC(c2ccccc2Cl)=N/C1=C\c1ccccc1F | 0.9 | -7 | -2 | -0.1
CC(C)N1CCc2c(sc(NC(=O)c3ccc(N4C(=O)CCC4=O)cc3)c2C(N)=O)C1 | -0.8 | -1 | 11 | -0.1
COc1ccc(CCN2C(=O)C3C4CCC(C4=C(C)C)C3C2=O)cc1OC (stereo not drawn) | -1.1 | -1 | 11 | -0.1
O=C(Cn1nnc(-c2ccccc2NC(=O)c2ccccc2F)n1)NCc1ccco1 | 0.6 | 3 | 7 | -0.1
CC(CC1CC1)N1CCC(Oc2cccc(C(=O)N(C)CCN(C)C)c2)CC1 (stereo not drawn) | 0.9 | 7 | 0 | -0.1
C/C(N)=C(/C#N)C(=O)COC(=O)c1cc(S(=O)(=O)N2CCCCC2)ccc1C | -0.3 | 0 | -4 | -0.2
O=C(/C=C/c1c(F)cccc1Cl)NCC1CCCO1 (stereo not drawn) | -0.2 | -6 | -32 | -0.1
Cc1nc(Nc2ccc3c(c2)OCCO3)c2c(C)c(C)sc2n1 | -1.2 | 16 | -2 | 0.1
O=CN/N=C/c1ccccc1I | -0.3 | 8 | -6 | -0.1
CCOC(=O)CC(=O)Nc1c(C)cc(C)cc1C | 0.5 | 3 | -11 | 0.0
O=C(c1ccc(N2CCCC2=O)cc1)N1CCN(C(c2ccccc2)c2ccccc2)CC1 | 0.7 | 4 | 0 | 0.1
COc1ccccc1NC(=O)CC(c1ccc(C)cc1)N1Cc2ccccc2C1=O (stereo not drawn) | 0.5 | 5 | 11 | 0.4
O=C1c2ccccc2S(=O)(=O)N1c1ccc(Br)cc1 | -1.8 | 3 | -6 | -0.1
CN(C1CCCCC1)S(=O)(=O)c1csc(C(N)=O)c1 | 2.3 | 0 | -1 | 0.0
COCCNC(=O)c1ccc2c(c1)NC(=O)C(CSCc1cccc(Cl)c1)N2 (stereo not drawn) | 0.2 | 14 | 1 | 0.0
O=C(NC(=S)Nc1ccc2c(c1)OCCO2)c1cc([N+](=O)[O-])ccc1N1CCOCC1 | 0.4 | 17 | -4 | -0.1
COc1cc(C(=O)Nc2nnc(C34CC5CC(CC(C5)C3)C4)s2)cc(OC)c1OC | 0.8 | 13 | 16 | 0.2
CCOC(=O)CSc1nnc(Cn2cnc([N+](=O)[O-])n2)n1CC | -0.1 | 2 | 4 | -0.1
COc1ccc(Cl)cc1NC(=O)N(C)Cc1c(C)nn(C)c1C | 9.6* | -15 | -21 | 0.8
CCOc1cc(CO)c(Br)cc1OCc1ccccc1C#N | 2.9 | -6 | 2 | -0.2
COc1ccccc1CN1CC(C(=O)NC2CCCCC2)CC1=O (stereo not drawn) | 0.7 | 10 | -1 | 0.1
COc1ccccc1N1CCN(C(=O)Cn2cc(C=O)c3ccccc32)CC1 | 0.5 | 5 | 11 | 0.1
CN(C)S(=O)(=O)c1ccc(C(=O)/C=C/c2ccccc2)cc1 | -0.6 | 8 | -1 | 0.1
Cc1sc2ncnc(SCc3cccc(S(=O)(=O)N4CCOCC4)c3)c2c1C | -1.7 | 0 | -1 | 0.0
Cc1sc2nc3c(C(=O)N4CCN(c5ccccn5)CC4)cccn3c(=O)c2c1C | -0.4 | 12 | 4 | 0.0

Arranged by molar mass (rising): 7 of the compounds above
Structure | GPR151 activ | MITF inh | TEAD-YAP block | FBW7 activator
COc1ccccc1CN1CC(C(=O)NC2CCCCC2)CC1=O (stereo not drawn) | 0.7 | 10 | -1 | 0.1
COc1ccc(Cl)cc1NC(=O)N(C)Cc1c(C)nn(C)c1C | 9.6* | -15 | -21 | 0.8
CCOC(=O)CSc1nnc(Cn2cnc([N+](=O)[O-])n2)n1CC | -0.1 | 2 | 4 | -0.1
Cc1sc2nc3c(C(=O)N4CCN(c5ccccn5)CC4)cccn3c(=O)c2c1C | -0.4 | 12 | 4 | 0.0
COc1cc(C(=O)Nc2nnc(C34CC5CC(CC(C5)C3)C4)s2)cc(OC)c1OC | 0.8 | 13 | 16 | 0.2
Cc1sc2ncnc(SCc3cccc(S(=O)(=O)N4CCOCC4)c3)c2c1C | -1.7 | 0 | -1 | 0.0
O=C(NC(=S)Nc1ccc2c(c1)OCCO2)c1cc([N+](=O)[O-])ccc1N1CCOCC1 | 0.4 | 17 | -4 | -0.1

New compounds follow:
Structure | GPR151 activ | MITF inh | TEAD-YAP block | FBW7 activator
COc1ccccc1NC(=O)C1=C(C)NC(SCC(N)=O)=C(C#N)C1c1ccccc1 (stereo not drawn) | -0.7 | -6 | -6 | 0.0
CC(C)COc1ccc(C(=O)NCC2OCCc3ccccc32)cc1 (stereo not drawn) | 1.7 | 5 | -1 | 0.2
CS(=O)(=O)NCC(c1ccco1)N1CCOCC1 (stereo not drawn) | 1.4 | -3 | 6 | 0.0
C=CCc1ccccc1OCc1nc(=S)[nH][nH]1 | -0.6 | -1 | 1 | 0.0
CCC(=O)OCC(=O)c1c(N)n(C)c(=O)n(C)c1=O | -0.5 | -14 | -4 | 0.0
CCc1ccc(C(=O)N(C)c2ccc([N+](=O)[O-])cc2)cc1 | 0.6 | 1 | -6 | 0.0
NC(=O)C1(N2CCCCC2)CCN(C2CC(=O)N(Cc3ccc4c(c3)OCO4)C2=O)CC1 (stereo not drawn) | 0.4 | -9 | -9 | -0.1
CCOC(=O)CNC(=O)Cn1c(=O)n(-c2ccccc2)c(=O)c2oc3ccccc3c21 | 1.4 | 29 | -3 | -0.1
COc1ccc(-c2noc(N3CCN(c4ccc([N+](=O)[O-])cc4)CC3)n2)cc1 | 1.1 | 9 | -3 | 0.0
COc1ccccc1N1CCN(C(=O)CCS(=O)(=O)c2ccc(C)cc2)CC1 | 0.8 | 19 | 7 | 0.0
COc1ccc2ccccc2c1/C=C1/N=C(c2ccccc2Cl)OC1=O | 0.0 | -5 | -4 | 0.0
COc1cc(/C=C/C(=O)NC2CC(=O)N(c3cccc(F)c3)C2)cc(OC)c1OC (stereo not drawn) | -0.6 | -6 | -2 | -0.1

Compound activity from PubChem BioAssay.
